INS promoter inh: TRM-6 insulin promoter activity inhibition; TRM-6 cells (human fetal islet line), insulin promoter-eGFP reporter, imaging; reporter expression induced with tamoxifen; inhibition, % at 2 µM; actives 0.9% (n = 130,000);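 active means inhibition above the mean plus 3 SD, with well images judged a real hit on visual review, cut at about 60% in these data, passing the limit was not always enough; inconclusive means inhibition over the cutoff but images rejected on review; inactive means inhibition not above the cutoff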
SDO1 yeast rescue: compounds rescuing growth of sdo1-depleted yeast, bone marrow failure model | S. cerevisiae sdo1-depleted JHY4D growth rescue, OD600 30 h; stronger effect = higher value; pdr5 snq2 efflux-pump mutant strain | AID 817 | z-score at 10 µM | actives 0.21% (n = 140,000);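 active means z-score above 3 at both the 24 hr and the 30 hr optical density reads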;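 further: z-score against mean and SD of all compound wells on the same plate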
SDO1 yeast rescue Rescue 24 h: second read-out of SDO1 yeast rescue, no call of its own (marks repeat the call); z-score; S. cerevisiae sdo1-depleted JHY4D growth rescue, OD600; measured here: growth rescue at 24 h;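 0 is the plate mean of compound wells and units are plate SD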
Starred values were filed as active, the others as inactive; ? = inconclusive; . = not tested or not shown. Some of the compounds tested (hit frequency here may not be typical).

The opening 6 records (preview)
mol	INS promoter inh	SDO1 yeast rescue Rescue 24 h	SDO1 yeast rescue
CC(=O)N1CCN(CC(=O)O)CC1	-13	.	.
CCc1[nH]nc2c1C(c1ccncc1)C(C#N)=C(N)O2 (stereo not given)	8	0.26	0.73
NNC(=O)c1ccc(COc2cccc3ccccc23)cc1	.	-2.2	-2.4
Cc1ccc(C(C)C)c(OCCCN2C(=O)NC(C)(C)C2=O)c1	37	0.11	-0.41
CC(=O)Nc1ccc(N=Cc2ccc[nH]2)cc1	19	-0.34	0.42
C=CCn1c(SCC(=O)Nc2nc(C)cs2)nnc1C(C)NC(=O)c1ccccc1Cl (stereo not given)	-10	-0.9	-0.22

The list itself (from the top)
mol	INS promoter inh	SDO1 yeast rescue Rescue 24 h	SDO1 yeast rescue
CC(=O)N1CCN(CC(=O)O)CC1	-13	.	.
CCc1[nH]nc2c1C(c1ccncc1)C(C#N)=C(N)O2 (stereo not given)	8	0.26	0.73
NNC(=O)c1ccc(COc2cccc3ccccc23)cc1	.	-2.2	-2.4
Cc1ccc(C(C)C)c(OCCCN2C(=O)NC(C)(C)C2=O)c1	37	0.11	-0.41
CC(=O)Nc1ccc(N=Cc2ccc[nH]2)cc1	19	-0.34	0.42
C=CCn1c(SCC(=O)Nc2nc(C)cs2)nnc1C(C)NC(=O)c1ccccc1Cl (stereo not given)	-10	-0.9	-0.22
CC(C)c1nnc(NC(=O)c2cccc(-n3cnnn3)c2)s1	50	-1.2	0.04
Cc1ccc(/C=C2/NC(=O)N(Cc3ccc(Br)cc3)C2=O)o1	-40	1.7	0.25
COCCN1C(=O)/C(=C/c2ccc(Oc3ccc([N+](=O)[O-])cn3)c(OC)c2)SC1=Nc1ccccc1	-31	0.2	-0.26
CCN(CC)C(=O)CSc1nnc([C@H](CCSC)NC(=O)OC(C)(C)C)o1	.	-0.29	0.13
COc1ccc(Cc2nc(C(=O)Nc3ccccc3)cs2)cc1	-21	-2	-1.4
COc1ccc(-c2nc(NC(=O)Cn3ccc(C(F)(F)F)n3)sc2C)cc1	12	-0.4	-0.83
Cn1c(C(=O)NCc2ccco2)cc2c(=O)[nH]c3ccccc3c21	19	-0.05	-0.06
COc1ccc(-c2noc(CCC(N)=O)n2)cc1OC	.	2.5	1.7
COc1ccccc1-c1cc(C(=O)Nc2ccc(F)cc2F)no1	.	1.2	-0.57
CCOC(=O)N1CCN(C2OC(=O)c3ccccc32)CC1 (stereo not given)	-459	1.6	1.6
C=CCn1c(O)c(CN2CCOCC2)c(C)c(C#N)c1=O	54	.	.
Cc1cccc(OCc2nnc(SCC(=O)Nc3ccc(C)c(C)c3)o2)c1	53	1.1	-1.2
O=C(CNS(=O)(=O)c1ccc(Br)cc1)N1CCOCC1	-47	5.4	2.8
COc1ccccc1N1CCN(C(=O)CSc2nnc(NC(=O)c3ccco3)s2)CC1	-23	-0.43	-0.49
CCc1ccccc1NC(=O)Cn1nnc(-c2cccnc2)n1	36	-0.04	0.07
O=C(Nc1ccc(Cn2nnc3ccccc32)cc1)c1ccco1	17	2.8	1.9
CC(C)C(NC(=O)c1ccco1)C(=O)NCC(c1ccco1)N(C)C (stereo not given)	-30	1.1	1.2
CN(C)Cc1ccccc1C1(O)c2ccccc2CSc2ccccc21 (stereo not given)	-31	-0.03	-1.5
COc1ccc(N2CCN(C(=O)c3csc4ccccc34)CC2)cc1	-46	0.19	-0.03
CCCCN(CC)C(=O)CSc1nc2ccccc2c(=O)n1CC1COc2ccccc2O1 (stereo not given)	-31	-0.3	-0.88
OCCSc1c(F)c(SCCO)c(SCCO)c(F)c1SCCO	-9	0.47	0.74
O=C(NCc1cccnc1)c1ccc(COc2ccccc2Br)o1	-3	-0.36	-1.1
NC(=O)CSc1nnnn1CC(CC(=O)O)c1ccccc1 (stereo not given)	10	-0.15	0.61
Cc1nc(-c2ccc(NC(=O)c3ccccc3Br)cc2)cs1	26	-0.83	-0.4
COc1ccccc1C(O)(C(=O)NNc1ccccc1C)c1ccccc1OC	-40	-0.25	-0.41
CC(NS(=O)(=O)c1ccc(Br)cc1)C(c1cccs1)N1CCOCC1 (stereo not given)	-22	-0.84	-1.4
CC(C)(C)NC(=O)C1CN(S(=O)(=O)c2ccccc2)CCN1S(=O)(=O)c1ccccc1 (stereo not given)	-181	-1.9	-0.71
COc1cccc(/C=N/N2CCN(C)CC2)c1	73*	-0.72	0.66
Cc1cc(NC(=O)C2CC(c3ccc(F)cc3)=NO2)no1 (stereo not given)	.	-0.52	0.12
O=C1C(c2ccncc2)N(CCC2=CCCCC2)C(=O)CN1C1CCCCC1 (stereo not given)	.	0.36	0.22
COc1ccccc1NC(=O)Cn1c(=O)c(N(C)C)c(N)n(C)c1=O	-7	.	.
CCCSC1=C(C#N)C(c2ccccc2OCC)CC(=O)N1 (stereo not given)	-195	0.3	0.25
COc1ccc(N(C(=O)C(C)C)S(=O)(=O)c2cccs2)cc1	-40	-0.2	0.6
Cc1nn(Cc2ccccc2)c(Cl)c1C(=O)OCC(=O)NC(=O)NC12CC3CC(CC(C3)C1)C2	6	3.5	1.8
O=C(COC(=O)CCSc1ccc(Cl)cc1)NCc1ccccc1	-3	-0.35	-0.36
O=C(/C=C/c1cccc(Br)c1)N1CCN(c2ccccn2)CC1	18	.	.
C=CCn1c(SC2CCOC2=O)nc2scc(C3CC3)c2c1=O (stereo not given)	.	0.59	0.52
COc1cc(C2C(C(N)=O)=C(C)Nc3nc(CCCO)nn32)cc(OC)c1OC (stereo not given)	.	-0.78	0.05
C=CCn1c(SCc2ccc([N+](=O)[O-])cc2)nnc1C(C)NC(=O)c1ccccc1 (stereo not given)	-52	0.48	0.43
Cc1cc(=O)[nH]c(N=N/C(=N/Nc2ccccc2C)c2ccccc2)n1	3	0.57	-0.51
CCOC(=O)C1CCN(C(=O)c2ccccc2N(C)S(=O)(=O)c2ccccc2)CC1	-8	-0.21	0.01
CCOC(=O)c1cnc2c(ccc3ccccc32)c1NCCO	?	-1.7	-2.4
Cc1ccc(Nc2nc(-c3sc(NC(=O)c4ccccc4)nc3C)cs2)cc1	50	-0.84	-1.4
CC(c1ccccc1)N1CCn2c(nc3cc(NS(C)(=O)=O)ccc32)C1 (stereo not given)	-7	.	.

Record cards, from the list above:
COc1cc(C2C(C(N)=O)=C(C)Nc3nc(CCCO)nn32)cc(OC)c1OC (stereo not given) as listed: INS promoter inh: .; SDO1 yeast rescue Rescue 24 h: -0.78; SDO1 yeast rescue: 0.05
O=C(/C=C/c1cccc(Br)c1)N1CCN(c2ccccn2)CC1 as listed: INS promoter inh: 18; SDO1 yeast rescue Rescue 24 h: .; SDO1 yeast rescue: .

Next section.
mol	INS promoter inh	SDO1 yeast rescue Rescue 24 h	SDO1 yeast rescue
CC1CCN(C(=O)Cn2c(=O)n(CCc3ccccc3)c(=O)c3ccccc32)CC1	13	-0.34	-0.65
c1nc(N2CCCCCC2)c2[nH]cnc2n1	.	-0.39	-0.14
CCOC(=O)C1CCCN(c2ncnc3c2oc2ccccc23)C1 (stereo not given)	-21	-0.06	-0.5
Cc1cccc(NC(=O)CN2C(=S)NC(C)(C)CC2C)c1 (stereo not given)	30	0	0.39
O=C1CSC(c2ccc(Cl)cc2Cl)N1c1ccccn1 (stereo not given)	-7	-0.47	-0.33
O=C(CS(=O)Cc1ccccc1Cl)Nc1ccccc1Cl (stereo not given)	-43	.	.
CCOC(=O)c1ccccc1NC(=O)CCNC(=O)Cn1cnc2ccccc2c1=O	.	-0.67	-0.18
O=C(c1ccc(Cl)c(Cl)c1)c1cc(-c2ccccn2)c(N2CCOCC2)s1	7	-0.99	-1.5
Cc1cc(C)n(CC(O)Cn2c3ccc(Br)cc3c3cc(Br)ccc32)c(=O)n1 (stereo not given)	-77	-2.3	-3
Cc1cc(NCCN2CCOCC2)n2ncc(-c3ccccc3)c2n1	-33	-0.75	-0.21
O=C1N=C(N2CCOCC2)S/C1=C\c1cccnc1	-26	.	.
O=C(N1CCOCC1)N1c2ccccc2CC(N2CCOCC2)c2ccccc21 (stereo not given)	-69	0.66	0.78
CCC(=O)NC(=S)Nc1ccc(S(=O)(=O)NC(C)=O)cc1	16	0.77	1.5
COc1ccc(CCn2c(=N)c(C(=O)NCc3ccco3)cc3c(=O)n4ccccc4nc32)cc1	13	1	1
COc1ccc(N(CN2C(=O)c3ccccc3C2=O)C(=O)COc2ccc(Cl)cc2Cl)cc1	.	0.53	0.02
CCCCC(=NCCO)C1=C(O)C(C(=O)OC)C(C)(C)CC1=O (stereo not given)	-32	-0.03	-0.07
Cc1cc(C)cc(N(CC(=O)NCC2CCCO2)S(=O)(=O)c2c(C)noc2C)c1 (stereo not given)	.	-0.8	-0.43
CN(C(=O)COc1ccc(C(C)(C)C)cc1)C1CCS(=O)(=O)C1 (stereo not given)	38	1.4	0
Cc1nnc2ccc(N3CCN(c4cccc(C(F)(F)F)c4)CC3)nn12	57	-1.3	-1.8
CCCCc1ccc(NC(=S)NCC2CCCO2)cc1 (stereo not given)	19	.	.
Cn1c(CN2CCCC2)nc2cc(NC(=O)COc3ccccc3)ccc21	30	-0.87	-0.21
O=C1OC(c2cccc([N+](=O)[O-])c2)C2(CCCC2)C(=O)C12CCCCC2 (stereo not given)	16	0.13	-0.34
CC1(C)CC(=O)CC(C)(C)N1OC(=O)c1ccco1	-39	-0.16	0.97
CN1CCN(S(=O)(=O)c2cc([N+](=O)[O-])ccc2N/N=C/c2ccc(Cl)cc2)CC1	.	0.07	-0.46
C=CCn1c(Cc2ccc(OC)cc2)nnc1SCC(=O)NCCc1ccccc1	-21	0.43	1
Nc1nnnn1/N=C/c1ccccc1OCc1ccccc1	19	-1.4	-1.5
N#CCCN1CCN(C(=S)c2ccc(-c3ccc(Cl)cc3)o2)CC1	7	-0.89	-0.61
COc1ccc2[nH]c(=O)c(CN(C(=O)NC3CCCCC3)C3CCCCC3)cc2c1	-63	0.81	0.29
Cc1ccsc1C(=O)Nc1nnc(-c2ccco2)o1	.	0.58	0.89
O=C(NCCc1nc(-c2ccccc2)cs1)c1ccc(Br)cc1	-4	0.02	-1.1
CCOC(=O)C(/C=C(\C#N)C(=O)OCC)=C(/N)N1CCN(c2ccc(Cl)cc2)CC1	-21	2.2	2.2
Cc1cccc(C)c1OCC(=O)NNC(=O)c1ccoc1C	-4	-0.24	0.15
CCOC(=O)N1CCN(C(=O)c2ccc(OCC)c(OCC)c2)CC1	-71	-0.41	0.31
O=S1(=O)CCN(Cc2ccc(Cl)c(Cl)c2)CC1	-4	1.1	1.1
COc1ccccc1NC(=O)N(C1CCCC1)C1CCN(C(C)=O)CC1	.	0.47	0.15
Cc1cc(C)n(CC(=O)c2ccccc2)c(=O)c1C#N	.	-0.39	0.2
CC1CCCN(C(=O)CCCn2c(=S)[nH]c3ccccc3c2=O)C1 (stereo not given)	-28	-1.6	-0.93
COc1cc(C(=O)ON=C2C=C(C)C(=O)C(C)=C2)cc(OC)c1OC	25	0	-0.36
O=C(NNC(=S)Nc1ccccc1C(F)(F)F)c1cccnc1	11	.	.
O=C(c1ccc(Br)cc1)c1cc([N+](=O)[O-])ccc1N1CCCCC1	-90	0.43	-0.09
COc1ccc(/C(C)=C2/SC(=S)N(CCC(=O)O)C2=O)cc1	-475	1	1.5
CC(C)[C@H](N)c1nnc(SCc2ccc(Cl)cc2)o1	-9	-1.3	-0.46
COc1ccc(C(=O)Nc2ccccc2N2CCOCC2)cc1Br	-100	.	.
CCOC(=O)c1c(NC(=O)COc2cccc3c2CCN(CC)C3=O)sc2c1CCC2	-39	0.19	0.42
Cc1ccc(-c2csc(/C(C#N)=C(\O)CN3CCN(C(=O)c4ccco4)CC3)n2)cc1	25	-0.15	0.09
O=C1N=C(N2CCCCC2)SC1=C1CCCCC1	30	-0.62	-0.31
C=CCn1c(SCC(=O)NCCOC)nc2scc(-c3ccco3)c2c1=O	.	-0.74	-0.28
O=C(CSc1n[nH]c(-c2cccs2)n1)N1CCN(S(=O)(=O)c2ccc3ccccc3c2)CC1	-57	-0.8	-0.45
O=C(c1cccc(Cl)c1)N1CCN(c2ccccn2)CC1	-68	0.3	0.7
Cc1cccc(C(=O)N2CCC(=O)N(C(COCc3cccc(Cl)c3)Cc3ccccc3)CC2)c1 (stereo not given)	-24	-1.6	-0.65

Bioassay records from PubChem BioAssay.
